Compound activity deposited in PubChem by National Center for Advancing Translational Sciences (NCATS).
G9a inh – inhibitors of human histone lysine methyltransferase G9a. Q96KQ7. G9a H3K9 monomethylation, AlphaScreen, 2 h. Potency, µM (highest dose often 102 µM), without a hit: top-dose activity, negative = inhibition, hits mostly inhibitors. hit rate 8.8% among 350,000. AID 504332; note: potency is the fitted concentration of half-maximal effect; % is set by controls: 0 for no effect and ±100 for the full control effect; nearly all actives have a fitted effect of over 75% in size
Target sequence (Q96KQ7 913-1193 limits assumed): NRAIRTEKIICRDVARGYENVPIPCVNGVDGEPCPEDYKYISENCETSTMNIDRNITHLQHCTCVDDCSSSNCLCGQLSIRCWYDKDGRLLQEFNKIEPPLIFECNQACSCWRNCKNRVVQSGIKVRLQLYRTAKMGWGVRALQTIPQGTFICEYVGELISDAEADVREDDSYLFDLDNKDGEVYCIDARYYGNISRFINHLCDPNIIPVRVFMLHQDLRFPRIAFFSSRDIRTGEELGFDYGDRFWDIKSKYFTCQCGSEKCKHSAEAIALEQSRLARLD
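AlphaScreen detection with an anti-monomethyl H3K9 antibody quantified product after a 2 h room-temperature reaction containing 500 nM biotinylated H3K9 peptide, 20 µM SAM and 20 nM enzyme, which had been preincubated 15 min with compound.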
ALOX12 inh – blocks human arachidonate 12S-lipoxygenase. AID 1671190. purified 12hLO, xylenol orange hydroperoxide absorbance. Potency, µM (doses to about 108 µM), for the others: at the highest dose activity change, negative = inhibition, usual class: inhibitors. hit rate 1.1% among 580,000. P18054; note: potency is the fitted concentration of half-maximal effect; % is set by controls: 0 for no effect and ±100 for the full control effect
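Hydroperoxide product was detected by ferrous iron/xylenol orange as the 573 to 405 nm absorbance ratio. Arachidonic acid at 40 uM (final) was turned over for 30 min at room temperature by 150 nM human 12hLO, pH 7.0 Hepes buffer, after 15 min compound preincubation.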
JMJD2A Tudor – inhibitors of human JMJD2A Tudor domain | AlphaScreen JMJD2A-Tudor / H3K4me3 peptide binding | Potency, µM (series often up to 114 µM), without a hit: top-dose activity change, negative = inhibition, actives largely listed as inhibitors | hit rate 4.4% among 390,000; note: potency is the fitted concentration of half-maximal effect; % is set by controls: 0 for no effect and ±100 for the full control effect; nearly all actives have a fitted effect of over 50% in size
PI4K2A inh – inhibitors of human PI4K2A | Q9BTU6 | purified PI4K2A, ADP-Glo luminescence, 1 h; stronger effect = lower value | activity change, negative = inhibition, % at 76.9 µM | hit rate 0.13% among 420,000; in the data active = activity change below about -50%; inconclusive = mostly about -30% to -49%;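 note: -100% = wells without enzyme as full effect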
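ADP-Glo luminescence measured ADP generated by PI4K2A enzyme (4 ug/mL before mixing) with 1.2 mM PI substrate (pre-mix) and 300 microM ATP (pre-mix). Tris pH7.5 buffer with MgCl2, Triton X-100; 1 h reaction at ambient temperature.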
HP1b chromo inh – inhibitors of HP1-beta chromodomain binding to methylated histone tails; P83916; AlphaScreen HP1-beta / biotin-H3K9me3 peptide binding; Potency, µM (highest dose often 114 µM), without a hit: at the top dose activity change, negative = inhibition, most hits filed as inhibitors; hit rate 0.56% among 390,000; note: potency is the fitted concentration of half-maximal effect; nearly all actives have a fitted effect of over 70% in size; inactives centre near 23
Target sequence (P83916 whole entry, looked up): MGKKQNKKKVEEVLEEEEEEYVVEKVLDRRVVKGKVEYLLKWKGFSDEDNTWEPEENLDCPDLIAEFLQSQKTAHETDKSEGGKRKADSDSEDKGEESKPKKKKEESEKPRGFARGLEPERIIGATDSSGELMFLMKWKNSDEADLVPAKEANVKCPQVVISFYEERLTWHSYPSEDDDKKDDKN
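HP1-beta protein (50 nM final) preincubated 30 min at room temperature with biotinylated H3(1-18)K9me3 peptide (50 nM) in PBS pH 7.4, 0.01% Tween-20, then compound added for 30 min. AlphaScreen streptavidin donor/nickel chelate acceptor beads (10 ug/mL final), 30 min dark, luminescence read.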
ERG-DNA inh – ERG Ets/DNA interaction inhibition; P11308; fluorescence polarization, His-ERG Ets domain / labelled DNA; Potency, µM (highest dose often 76.9 µM), for inactives: top-dose FP activity, negative = inhibition, most hits filed as inhibitors; hit rate 0.028% among 370,000; active = well fitted inhibition curve with a large enough effect in the polarisation, with a control signal flat; inconclusive = small, poorly fitted or top-dose-only effect, or effect the other way, or a change in a side signal; inactive = no such curve, though single readings can be large or run the other way; the % refers to the polarisation;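 note: polarization taken with two DNA probes labelled with fluorescein and Texas red; potency is the fitted concentration of half-maximal effect; % of control where 0% means no effect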
Target sequence (P11308 whole entry, looked up, the tested form may be a part): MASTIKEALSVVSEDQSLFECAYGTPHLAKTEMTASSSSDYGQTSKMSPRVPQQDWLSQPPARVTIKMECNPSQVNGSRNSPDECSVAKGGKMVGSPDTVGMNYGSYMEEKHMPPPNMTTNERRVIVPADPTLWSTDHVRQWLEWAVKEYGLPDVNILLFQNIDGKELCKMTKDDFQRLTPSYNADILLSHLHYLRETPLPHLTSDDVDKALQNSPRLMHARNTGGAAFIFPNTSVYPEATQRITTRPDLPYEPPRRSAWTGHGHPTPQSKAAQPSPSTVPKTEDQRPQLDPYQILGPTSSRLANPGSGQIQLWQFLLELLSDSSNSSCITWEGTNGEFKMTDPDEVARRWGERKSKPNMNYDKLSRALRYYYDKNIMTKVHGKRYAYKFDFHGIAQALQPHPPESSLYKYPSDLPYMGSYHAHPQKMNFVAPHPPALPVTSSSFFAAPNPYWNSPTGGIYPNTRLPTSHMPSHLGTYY
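His-tagged ERG Ets domain (1 uM in the protein solution; 300mM KCl, 50mM Tris-HCl, 1mM EDTA, 1mM DTT, pH 7.5) received compound, then a probe mix of 5 nM fluorescein-DNA and 100nM Texas-615-DNA. Fluorescence polarization was read for both dyes.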
BAZ2B block – inhibitors of human BAZ2B bromodomain; AlphaScreen BAZ2B-H3K14Ac peptide displacement; Potency, µM (series often up to 114 µM), inactives show at the highest dose activity change, negative = inhibition, hits mostly inhibitors; hit rate 4.4% among 360,000; AID 504333; note: potency is the fitted concentration of half-maximal effect; % is set by controls: 0 for no effect and ±100 for the full control effect; nearly all actives have a fitted effect of over 60% in size
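BAZ2B 50 nM plus b-H3(5-23)K14Ac 50 nM, PBS pH 7.4/0.01% Tween-20, 30 min RT; compound added (max 110 uM), 30 min RT; streptavidin donor/Ni-chelate acceptor beads 10 ug/mL final, 20 min dark; AlphaScreen read.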
RGS4 inh – blocks human RGS4-accelerated GTP hydrolysis; AID 504845; hit rate 0.039% among 390,000; Transcreener GDP fluorescence polarization, RGS4-accelerated GTP hydrolysis; Potency, µM (titrated, usually from 114 µM), for the others: top-dose activity change, negative = inhibition, most hits filed as inhibitors; note: potency is the fitted concentration of half-maximal effect; % is set by controls: 0 for no effect and ±100 for the full control effect; nearly all actives have a fitted effect of over 75% in size; some results filed as inactive show a strong effect at the top dose
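MLSMR compounds (23 nl, pin-transferred) preincubated 10 min at room temperature with a 500nM (2x) first reagent, then RGS4 at 900nM (2x) plus Transcreener GDP mix added; fluorescence polarization (620/688 nm) read before and after 90 min at 30 °C.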
GLS inhibitor – blocks human kidney-isoform glutaminase activity. GLS enzymatic activity, qHTS titration. hit rate 0.21% among 410,000. Potency, µM (titrated, usually from 45.5 µM), for inactives: at the top dose activity change, negative = inhibition, actives largely listed as inhibitors; note: potency is the fitted concentration of half-maximal effect; % is set by controls: 0 for no effect and ±100 for the full control effect
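hKGA in 45 mM KH2PO4 pH 8.2, 0.02% Tween-20 with pin-transferred compounds; 1 mM L-glutamine (stock) plus glutamate oxidase/HRP/Amplex Red coupling added. Fluorescence read initially and after 30 min at RT.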
Active calls of the source: *; ? = inconclusive; . = not tested or not shown; [ ] = dose if it differs, or a comment. Unless noted, calls come from the whole dose curve; as a rule, active = well fitted curve in the direction sought with a large enough effect; inconclusive = small, poorly fitted or top-dose-only effect, or another doubt; inactive = no such curve, though single readings can be large; an effect the other way counts as inactive or inconclusive.

Values in the order – G9a inh, ALOX12 inh, JMJD2A Tudor, PI4K2A inh, HP1b chromo inh, ERG-DNA inh, BAZ2B block, RGS4 inh, GLS inhibitor
1) COC(=O)C1=CN(c2ccc(F)cc2)C=C(C(=O)OC)C1c1ccc(O)cc1
    8%, 0%, 10%, -5, 31%[activator], 4%, -2%, 27%, 4%
2) Cc1cc(CSc2ccccc2)ccc1NC(=O)COc1ccccc1C
    20%, -3%, -14%, 4, 20%, -7%, -1%, -1%, 7%
3) COc1ccc(/C=c2\s/c(=C/C(=O)c3ccc(C)cc3)[nH]c2=O)c(OC)c1
    -15%, -9%, -16%, 2, 8%, -6%, -3%, -10%, 1%
4) CC1CCN(CCCNC(=O)c2ccc(N3CCCC3=O)cc2)CC1
    8%, 0%, -9%, -4, 68%[activator], -7%, -5%, -5%[56.9 µM], -1%
5) CCc1ccc(-c2cc(C(=O)Nc3c(C)n(C)n(-c4ccccc4)c3=O)c3ccccc3n2)s1
    ?, ?, -21%, -5, 13%, -1%, -5%, -40%, -1%
6) CCOC(=O)CNC(=O)c1ccc(OCC(F)(F)F)cc1
    21%, 1%, -8%, -21, 25%, 3%, 14%, 22%, 3%
7) COC(=O)[C@@H]1C[C@@]2(O)[C@@H](O)[C@@H](O)[C@@H](O)C[C@H]2N1Cc1ccc(-c2ccccc2)cc1
    -35%[59 µM], -10%, 1%, 4, 38%, 4%, -2%, -6%, -11%
8) Cc1nnc(SCC(=O)NC(C)(C)C)n1NCc1ccc(Cl)cc1
    10%, 0%, -9%, 3, 10%, -1%, 3%, -17%, 2%
9) COc1ccccc1[C@H]1C(c2ccccc2)=NN(c2ccccc2)[C@@H]1CO
    285%[activator], ., 128%[activator], -5, 233%[activator], 14%, ., -6%, 19%
10) Cc1ccc(C(=O)N(CC(=O)NC2CCCC2)c2cccc(F)c2)s1
    26%, -8%, 0%, 0, 34%[activator], 13%, 3%, 26%, 2%
11) CCOc1ccccc1-n1nnnc1SCC(=O)Nc1cc(C)on1
    47%[12.7 µM], 7%, -13%, -8, 7%, -3%, -4%, 6%, 0%
12) CCCn1c(N)c(C(=O)CSc2nc(N)cc(=O)[nH]2)c(=O)n(C)c1=O
    -7%[12.7 µM], 196%[activator], -17%, -6, 22%, 4%, 12%, 7%, 8%
13) Cc1ccc(-c2nc3ccccc3s2)cc1NC(=S)NC(=O)c1cccc2ccccc12
    26%[59 µM], ?, -22%, 0, 7%, 17%, 6%, -12%, 8%
14) COc1cc(NC(=S)NCc2ccc(S(N)(=O)=O)cc2)cc(OC)c1
    18µM*, ?, -11%[11.4 µM], 1, 17%, 1%, -3%, -32%, -3%
15) CN=Cc1cc(-c2ccccc2)sc1O
    ?, -26%, -20%, 1, 5%, ., -5%, -23%, -2%
16) Cc1ccc(NC(=O)O/N=C/c2ccc(N(C)C)cc2)cc1
    21%[0.501 µM], 0%, -5%, -6, 3%, 11%, -11%, 25%, -22%
17) Brc1ccc(-c2nc(-c3ccncc3)no2)o1
    -2%[12.7 µM], 0%, -20%, 1, 15%, 6%, -2%, 28%, 1%
18) Cc1ccc(NC(=O)N2CCCC2C(=O)Nc2ccc3c(c2)OCO3)cc1 (stereo not drawn)
    9%, 0%, -13%, -3, 5%, 1%, 3%, -9%, -4%
19) CCCS(=O)(=O)N1CCc2ccc(NC(=O)c3ccccc3Cl)cc2C1
    -16%[0.501 µM], 2%, 0%, -5, 31%, -1%, 2%, 4%, -2%
20) C/C(=N/OC(=O)c1ccccc1Br)c1ccc(C)cc1
    190%[activator], -21%, 79%[activator], 0, 145%[activator], -1%, 118%[activator], 15%, -1%

(next part)
Values in the order – G9a inh, ALOX12 inh, JMJD2A Tudor, PI4K2A inh, HP1b chromo inh, ERG-DNA inh, BAZ2B block, RGS4 inh, GLS inhibitor
21) CCc1c(C)[nH]c2ccc(OC)cc2c1=S
    4.5µM*, ?, -17%[11.4 µM], -6, ?, 8%, ?, ?, ?
22) CC(C)[C@H](NS(=O)(=O)c1cccc(C(F)(F)F)c1)C(=O)OCC(=O)NC(=O)NCc1ccco1
    ., -13%, ?, -5, -22%, -2%, ., 0%, 6%
23) CCOC(=O)c1cc2cc(OC)ccc2[nH]1
    -31%[59 µM], 0%, 11%, 4, 34%, -8%, 22%, -12%, 3%
24) Cc1cc(C(=O)Nc2sc3c(c2C#N)CCCCC3)cs1
    ?, -17%, -12%, -10, -9%, 8%, -34%, -28%, 2%
25) O=S(=O)(Nc1cccc(Cl)c1)c1ccc2[nH]c3c(c2c1)CCCCCC3
    -9%[59 µM], ?, ?, -1, -4%[57 µM], 3%, ?, ?, 2%
26) CCSc1n[nH]c(=S)s1
    1.4µM*, 45µM*, 20µM*, -7, ?, 3%, ?, -35%, 1%
27) Clc1cccc(CN2CCN(c3ncccn3)CC2)c1Cl
    ., -45%, 20µM*, 3, ?, -8%, ?, -10%, -4%
28) CCOC(=O)COc1ccc(S(=O)(=O)NCC2CCCO2)cc1 (stereo not drawn)
    4%[59 µM], 7%, 3%, 1, 9%, -6%, -4%, 16%, 6%
29) COc1cc(Cn2c(-c3nonc3N)nc3ccccc32)ccc1C
    -31%[12.7 µM], 82%[activator], -8%, 12, 49%, 0%, 5%, -13%, 2%
30) Cc1cc(C(=O)N2CCN(C(=O)C3CCCO3)CC2)no1 (stereo not drawn)
    2%, -3%, -7%, -1, 4%, -11%, 4%, 16%, 0%
31) O=C1NC(CCc2ccccc2)C(=O)N1Cc1ccc(Br)cc1 (stereo not drawn)
    -9%, 6%, -2%, 3, 23%, 6%, -12%, 5%, 2%
32) CCOc1ccccc1Nc1nc(N2CCCC2)nc(N2CCOCC2)n1
    ., -12%, -6%, 0, 33%, ., ., -7%, 0%
33) COc1ccc(OCC(=O)N(Cc2ccco2)C2CCS(=O)(=O)C2)cc1 (stereo not drawn)
    23%, ?, -15%, 2, 23%, -10%, -6%, 16%, 7%

Ordered by heavy-atom count (falling): some entries from above
Values in the order – G9a inh, ALOX12 inh, JMJD2A Tudor, PI4K2A inh, HP1b chromo inh, ERG-DNA inh, BAZ2B block, RGS4 inh, GLS inhibitor
22) CC(C)[C@H](NS(=O)(=O)c1cccc(C(F)(F)F)c1)C(=O)OCC(=O)NC(=O)NCc1ccco1
    ., -13%, ?, -5, -22%, -2%, ., 0%, 6%
32) CCOc1ccccc1Nc1nc(N2CCCC2)nc(N2CCOCC2)n1
    ., -12%, -6%, 0, 33%, ., ., -7%, 0%
25) O=S(=O)(Nc1cccc(Cl)c1)c1ccc2[nH]c3c(c2c1)CCCCCC3
    -9%[59 µM], ?, ?, -1, -4%[57 µM], 3%, ?, ?, 2%
29) COc1cc(Cn2c(-c3nonc3N)nc3ccccc32)ccc1C
    -31%[12.7 µM], 82%[activator], -8%, 12, 49%, 0%, 5%, -13%, 2%
28) CCOC(=O)COc1ccc(S(=O)(=O)NCC2CCCO2)cc1 (stereo not drawn)
    4%[59 µM], 7%, 3%, 1, 9%, -6%, -4%, 16%, 6%
24) Cc1cc(C(=O)Nc2sc3c(c2C#N)CCCCC3)cs1
    ?, -17%, -12%, -10, -9%, 8%, -34%, -28%, 2%
20) C/C(=N/OC(=O)c1ccccc1Br)c1ccc(C)cc1
    190%[activator], -21%, 79%[activator], 0, 145%[activator], -1%, 118%[activator], 15%, -1%
21) CCc1c(C)[nH]c2ccc(OC)cc2c1=S
    4.5µM*, ?, -17%[11.4 µM], -6, ?, 8%, ?, ?, ?
26) CCSc1n[nH]c(=S)s1
    1.4µM*, 45µM*, 20µM*, -7, ?, 3%, ?, -35%, 1%

A portion of the library, so the mix of outcomes need not match the whole.
